IEC-6 cytotox: kills IEC-6 intestinal cells in KLF5 counter-screen. inhibition, % at 5 µM. hit rate 0.78% among 290,000. IEC-6 cytotoxicity, luminescence viability. AID 1825; in the data active means inhibition above about 22%;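 further: 0% = plate median of test compound wells and 100% = cytotoxic reference compound wells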
HIF act: HIF pathway transcriptional activation; U2OS HRE-luciferase reporter, luminescence; normalized: DMSO 0%, desferrioxamine 100%; activation, % at 7.5 µM (by protocol); hit rate 0.32% among 300,000;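 active means mean activation of at least 10% of the iron chelator positive control signal, with at least half of replicates also reaching 10%; inconclusive means mean and replicate majority disagree about reaching 10%; inactive means mean and most replicates under 10%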
KLF5 inhibitor: kruppel-like factor 5 inhibition; DLD-1 KLF5 promoter-luciferase reporter, luminescence; inhibition, % at 5 µM; AID 1700; hit rate 0.23% among 290,000;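 active means inhibition above a per-plate limit of that plate's mean compound inhibition plus 3 SD, cut at about 60% in these data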;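 further: 0% = DMSO wells and 100% = LY294002 at 200 µM; higher means less KLF5 promoter-driven luciferase light; inactives centre near -14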
AI-2 QS modul: modulates the Vibrio harveyi AI-2 quorum sensing system. Vibrio harveyi JMH597 AI-2 luminescence/OD600 ratio, 9 h; active compounds read low; strain lacks LuxN and CqsS sensors; 0 = neutral-control median. activity change, % at 7.5 µM. hit rate 0.4% among 300,000. AID 2094; in the data active means activity change below about -75%, passing the limit was not always enough; inconclusive means no clear call, values can overlap the other calls;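 further: luminescence divided by OD600 gain over 9 h not by final OD600 alone; inactives centre near 13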
Platelet DG rel: modulates dense granule release in human platelets; human platelet-rich plasma, SFLLRN dense granule ATP release, luminescence; inhibition, %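 (compounds screened at 7.5 µM in platelet-rich plasma)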; hit rate 0.22% among 300,000; AID 1663;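 active means mean replicate score, as percent of positive control, at or above 50; inconclusive means mean below 50 but at least one replicate at or above 50; inactive means mean and every replicate below 50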
HSF1 inh: HSF1 inhibition; NIH3T3-HGL HSE-luciferase, MG132-induced, luminescence 8 h; active compounds read low; activity change, negative = inhibition, % at 7.5 µM (by protocol); hit rate 0.77% among 300,000;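 active means more than half of replicate wells show activity change below -50%, luminescence cut by over half; inconclusive means some wells, but at most half, below -50%; inactive means no replicate well below -50%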;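 further: luciferase reports HSF-1 transcriptional activity via heat shock element; 0% = median of DMSO wells and -100% = zero luminescence signal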
aSyn UTR inh: MLPCN primary screen, SNCA 5' untranslated region | alpha-synuclein 5'UTR reporter, inhibitor activity | inhibition, % (tested at 7.5 µM) | hit rate 0.82% among 300,000 | AID 1813; in the data active means inhibition above about 60%; inconclusive means no clear call, values can overlap the other calls;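 further: H4 neuroglioblastoma cells stably carrying SNCA 5'UTR luciferase fusion; 0% = DMSO wells and 100% = positive control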
HSP90 inh: inhibitors of HSP90 luciferase refolding in rabbit reticulocyte lysate; luciferase refolding luminescence, 3 h; inhibition, % at 5.6 µM; hit rate 0.91% among 290,000; AID 1789;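 active means inhibition above the screen-wide mean plus 3 SD, computed separately per campaign, cut at about 16% in these data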;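 further: 0% = DMSO wells and 100% = 60 µM geldanamycin wells; inhibitors lower the luminescence because luciferase stays unfolded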
HSF-1 act: increases HSF-1 driven luciferase reporter signal. AID 504408. NIH3T3-HGL HSF-1 luciferase reporter, MG132, 8 h; 100% = twice DMSO control signal. activation, % at 9 µM. hit rate 1.7% among 300,000;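 active means mean replicate activation of at least 50% with a set share of replicates each reaching 50%; inconclusive means only one of those two conditions met; inactive means mean below 50% and too few replicates reaching it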;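 further: 0% = median of the neutral control wells and 100% = twice that signal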
HDAC3 inh: blocks human histone deacetylase 3; recombinant HDAC3, fluorogenic peptide/trypsin coupled, fluorescence; inhibition, % at 8.3 µM; hit rate 0.15% among 320,000; AID 2718; in the data active means inhibition above about 26%, passing the limit was not always enough; inconclusive means no clear call, values can overlap the other calls
Target sequence (O15379 whole entry, looked up): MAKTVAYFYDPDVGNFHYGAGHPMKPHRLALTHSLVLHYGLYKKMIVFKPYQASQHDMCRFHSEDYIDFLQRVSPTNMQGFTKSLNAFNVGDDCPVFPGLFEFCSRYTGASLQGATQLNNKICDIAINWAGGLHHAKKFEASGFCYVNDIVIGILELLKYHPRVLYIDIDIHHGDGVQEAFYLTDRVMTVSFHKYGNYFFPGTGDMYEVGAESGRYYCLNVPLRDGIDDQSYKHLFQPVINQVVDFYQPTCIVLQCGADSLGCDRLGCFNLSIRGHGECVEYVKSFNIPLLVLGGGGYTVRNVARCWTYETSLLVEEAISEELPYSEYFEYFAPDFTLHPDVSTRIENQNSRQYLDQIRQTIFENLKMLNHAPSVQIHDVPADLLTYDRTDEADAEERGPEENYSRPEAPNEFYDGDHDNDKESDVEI
Active calls of the source: *; ? = inconclusive; . = not tested or not shown. Compounds were not picked by outcome (roughly 5% active in at least one column).

Sample of the layout, five compounds:
SMILES	IEC-6 cytotox	HIF act	KLF5 inhibitor	AI-2 QS modul	Platelet DG rel	HSF1 inh	aSyn UTR inh	HSP90 inh	HSF-1 act	HDAC3 inh
CC(=O)C1=C(O)C(=O)N(CCCn2ccnc2)C1c1ccc(Br)cc1 (centres undefined)	6	0.3	-8	6	-4	6	-2	8	8	1
O=C(CSc1nc2ncc(Cl)cc2[nH]1)NC1CCS(=O)(=O)C1 (centres undefined)	-4	-0.2	-13	9	-5	2	-11	-1	16	-7
COc1ccc(C2CC(c3ccc4ccccc4c3)=NN2C(=O)CSc2ncccn2)cc1 (centres undefined)	-3	2.2	-29	-6	17	4	-61	0	10	5
Cc1cc(C)nc(SCc2nnc(SCC(=O)O)n2-c2ccccc2)n1	-7	0.2	-9	30	-1	-1	4	-6	2	3
Cc1ccc(S(=O)(=O)Nc2ccc(C(=O)NCc3cccnc3)cc2)cc1	2	-0.6	-12	28	-21	-6	-18	-4	0	1

This part in full (from the top)
SMILES	IEC-6 cytotox	HIF act	KLF5 inhibitor	AI-2 QS modul	Platelet DG rel	HSF1 inh	aSyn UTR inh	HSP90 inh	HSF-1 act	HDAC3 inh
CC(=O)C1=C(O)C(=O)N(CCCn2ccnc2)C1c1ccc(Br)cc1 (centres undefined)	6	0.3	-8	6	-4	6	-2	8	8	1
O=C(CSc1nc2ncc(Cl)cc2[nH]1)NC1CCS(=O)(=O)C1 (centres undefined)	-4	-0.2	-13	9	-5	2	-11	-1	16	-7
COc1ccc(C2CC(c3ccc4ccccc4c3)=NN2C(=O)CSc2ncccn2)cc1 (centres undefined)	-3	2.2	-29	-6	17	4	-61	0	10	5
Cc1cc(C)nc(SCc2nnc(SCC(=O)O)n2-c2ccccc2)n1	-7	0.2	-9	30	-1	-1	4	-6	2	3
Cc1ccc(S(=O)(=O)Nc2ccc(C(=O)NCc3cccnc3)cc2)cc1	2	-0.6	-12	28	-21	-6	-18	-4	0	1
Cc1ccc(CCNS(=O)(=O)c2cc3c(cc2C)n(C)c(=O)c(=O)n3C)cc1	4	-0.3	1	-14	3	9	-21	3	7	.
CCOC(=O)c1sc(NC(=O)CCN2CCN(C)CC2)c(C(=O)OCC)c1C	0	-0.8	-6	13	3	-7	6	1	2	-4
COc1ccc(O)c(/C=c2/sc3nc4cc(C)c(C)cc4n3c2=O)c1	-2	0.2	-12	21	-1	9	-21	-3	5	.
COc1cccc(C(=O)Oc2cccc(N3C(=O)C4C5CC(C(Br)C5Br)C4C3=O)c2)c1 (centres undefined)	6	0.1	-17	5	-3	6	-4	-5	18	6
CC1CCCN(c2oc(-c3cccc4ccccc34)nc2C#N)C1 (centres undefined)	7	.	-21	20	-4	.	.	-1	.	7
Cc1cc(S(=O)(=O)N2CCC(NC(=O)C34CC5CC(CC(C5)C3)C4)CC2)ccc1-n1cnnn1	4	0.3	0	24	0	2	-6	-4	8	0
O=C1CCCC1C(=O)Nc1ccc2ccccc2c1 (centres undefined)	-1	1.8	-71	-65	1	-5	-121	-2	-11	1
O=C(NCc1ccco1)c1cc(-c2ccccc2)on1	2	12*	-118	2	-4	10	-161	-3	50	5
CN1CCc2c(sc3c2C(=O)NC(/C=C\c2ccccc2)N3)C1 (centres undefined)	-5	0.0	-3	5	7	4	1	0	8	3
CN1C(C(=O)Nc2ccc(F)cc2F)=CC(c2ccco2)=NS1(=O)=O	3	0.1	-15	8	20	-2	-25	-7	-14	3
COc1ccc(N2CC(NC(=O)N3CCN(c4ccccc4)CC3)CC2=O)cc1 (centres undefined)	-3	.	-13	17	-2	.	-13	-2	.	0
Oc1ccc(C2C(c3ccccc3)=NN=C(c3ccccc3F)N2O)c(O)c1 (centres undefined)	-4	1.8	-49	11	-5	4	-91	-3	16	-4
C/C(=N\NC(=O)c1ccc2nc[nH]c2c1)c1ccc([N+](=O)[O-])cc1	-2	0.4	-13	13	2	-6	-12	5	3	8
Cc1ccc(SCCC(=O)OC(C(=O)NC(N)=O)C(C)C)cc1 (centres undefined)	1	-0.4	-26	42	-12	-5	6	6	9	-11
Cc1cc(C)n2nc(-c3sccc3-n3cccc3)cc2n1	-1	-0.5	-50	16	5	5	16	-2	6	11
CC(C)N(C(=O)CSc1nnc(CN2CCCCCC2=O)n1-c1ccccn1)C(C)C	-7	-0.1	-11	13	-8	-3	19	-1	1	1
CCCCOc1ccc(/C=N/NC(=S)Nc2cc(C)ccc2C)cc1	-1	0.0	-35	-5	5	-9	17	2	6	-2
O=C(Nc1ccc(N2CCN(c3ccc(O)cc3)CC2)cc1)Oc1ccccc1	0	0.8	-38	-17	6	?	11	0	-62	2
CN(C(=O)c1cccc(OC2CCN(S(=O)(=O)N(C)C)CC2)c1)C1CCOC1 (centres undefined)	-8	-1.5	-21	20	-5	3	-7	2	15	.
O=C(COC(=O)Cn1cnc2ccccc21)Nc1cccc(S(=O)(=O)N2CCOCC2)c1	-3	0.3	11	9	0	-3	4	0	-6	7
CN(C)C(=O)c1nc(C#N)c(N(C)C)o1	5	-0.1	-11	11	-6	-3	19	3	-3	1
O=C1NCCN1C(=O)C12CC3CC(CC(C3)C1)C2	-2	-36	-45	0	-2	-1	-18	-1	-9	2
CCS(=O)(=O)Nc1ccc(C2=NN(C(=O)c3ccco3)C(c3ccco3)C2)cc1 (centres undefined)	.	3.4	.	55	15	7	-60	.	19	.
O=C(NCC1CCCO1)C(Cc1ccccc1)N1C(=O)C2C3C=CC(C4CC34)C2C1=O (centres undefined)	-3	0.9	-17	15	1	6	2	5	6	2
COc1ccc2nc(NC(=O)CSC(C)C(=O)Nc3cc(C)on3)sc2c1 (centres undefined)	.	0.1	.	28	7	-14	-37	.	-11	2
Cc1sc(NC(=S)NC(=O)c2ccco2)c(C#N)c1C	3	1.5	15	-11	0	8	-59	-2	6	.
CC(C)Cn1c(N)c(C(=O)COC(=O)C2CCCCC2)c(=O)n(C)c1=O	5	-0.1	-3	2	4	-33	28	-3	-46	2
COc1ccc(C2CC(c3ccccc3)Nc3nc(NC(=O)c4ccco4)nn32)cc1 (centres undefined)	1	3.2	-26	6	-3	-8	-5	-4	-1	-8
O=C(COC(=O)c1ccccc1[N+](=O)[O-])NCCCc1ccccc1	-4	0.7	-2	2	1	22	-16	-3	39	-1
O=[N+]([O-])c1ccc(S(=O)(=O)c2cccc(C(F)(F)F)c2)nc1	.	3.1	.	67	0	-95*	-9	.	-95	-6
COC(=O)c1sccc1NC(=O)c1cc(OC)cc(OC)c1	1	0.6	19	15	-1	-2	-9	1	-2	2
ClC(CCN1CCN(Cc2ccccc2)CC1)c1ccccc1 (centres undefined)	.	0.1	.	24	-5	-5	-3	.	2	-10
Cc1nc2ccccc2c(=O)n1NC(=O)c1ccccc1Br	-2	0.5	-49	5	-3	-1	-8	-3	-11	-7
CC1CC(C)CN(C(=O)c2ccc3ccccc3c2)C1 (centres undefined)	.	-17	.	6	0	-2	2	.	7	2
CC1CCCCN1CCNC(=O)C1CCN(S(=O)(=O)c2cccc3nsnc23)CC1 (centres undefined)	-2	0.0	-20	20	-6	5	-16	0	23	0
CN(C)C(=O)CSc1nc(-c2ccccc2)nc2c1CCCC2	-3	-1.0	4	-7	-3	-6	-11	1	0	0
O=C(c1ccc(OC2CCN(CCc3ccccc3)CC2)cc1)N1CCCCC1CCCO (centres undefined)	-12	-0.3	-43	18	-8	1	-22	0	-5	.
O=C(Nc1ccc(S(=O)(=O)NC2=NCCCCC2)cc1)c1ccc2ccccc2n1	-2	0.4	-24	8	-3	5	-11	-2	7	-6
O=C(c1ccc2nc3ccccc3c(=O)n2c1)N1CCN(Cc2ccc3c(c2)OCO3)CC1	5	0.4	-16	6	3	-12	-52	5	-13	-29
CCCNS(=O)(=O)c1cccn1-c1ncc(C(F)(F)F)cc1Cl	-1	-2.1	14	6	-3	-5	15	-1	8	-9

By substructure, the entries above containing a CF3 group.
SMILES	IEC-6 cytotox	HIF act	KLF5 inhibitor	AI-2 QS modul	Platelet DG rel	HSF1 inh	aSyn UTR inh	HSP90 inh	HSF-1 act	HDAC3 inh
O=[N+]([O-])c1ccc(S(=O)(=O)c2cccc(C(F)(F)F)c2)nc1	.	3.1	.	67	0	-95*	-9	.	-95	-6
CCCNS(=O)(=O)c1cccn1-c1ncc(C(F)(F)F)cc1Cl	-1	-2.1	14	6	-3	-5	15	-1	8	-9

(further entries)
SMILES	IEC-6 cytotox	HIF act	KLF5 inhibitor	AI-2 QS modul	Platelet DG rel	HSF1 inh	aSyn UTR inh	HSP90 inh	HSF-1 act	HDAC3 inh
CCOc1ccc(/C=C2/Sc3ccc(C(=O)NCC4CCCO4)cc3N(C)C2=O)cc1OC (centres undefined)	-4	-0.2	2	31	17	1	22	-2	2	-3
O=C(Nc1ccc(-c2csnn2)cc1)C1CC1	2	0.5	-44	17	-9	-2	-49	3	2	5
CC(C)c1ccc(NC(=O)C2CCN(C(=O)[C@@H]3Cc4ccccc4CN3)CC2)cc1	-4	-1.4	-20	-65	-13	-2	25	2	5	3
Cc1c(Cl)c(C(=O)NNC(=S)NCc2ccco2)nn1C	-4	-0.1	-31	1	-2	7	16	-1	6	-2
Cc1cc(NC(=O)CN2C(=O)C3CC=CCC3C2=O)no1 (centres undefined)	-4	-0.1	-13	14	0	-6	-18	1	0	-6
COc1cc(/C=C/c2ccc3cccc(O)c3n2)cc(Cl)c1OC	1	5.0	-113	19	-1	68	-88	-3	72*	1
CC1CCN(C(=O)c2ccc(S(=O)(=O)Cc3ccccc3F)c([N+](=O)[O-])c2)CC1	-3	-0.2	-43	12	-13	-4	-71	-3	11	3
COc1cc(NC(=O)c2sc3ncn(CC(=O)N4CCCCC4)c(=O)c3c2C)cc(OC)c1OC	3	0.4	-5	-3	6	-4	36	3	-10	6
Cn1c(=S)oc2ccccc21	-2	-0.6	-13	19	?	-2	-13	2	22	2
CN1CCCCC1CCN1c2ccccc2Sc2ccc(S(C)=O)cc21 (centres undefined)	-4	-0.2	-8	0	1	-44	-2	1	-57	-7
Cc1ccccc1OCc1nnc(SCC(=O)Nc2ccc(N3CCOCC3)c(Cl)c2)n1C	-1	-0.4	-9	12	-3	7	2	0	6	1
C=CCn1c(SCC(=O)Nc2cc(NC(C)=O)ccc2OC)nnc1-c1ccccn1	-4	0.7	-14	27	-4	4	16	-3	28	-3

Compound activity deposited in PubChem by several laboratories.
